Bioassay records as filed in PubChem BioAssay.
GPR151 ag: activates the human receptor GPR151. PathHunter beta-arrestin GPR151 cells, luminescence. activation, % at 11.2 µM. hit rate 1% among 650,000; in the data active means activation above about 4.9%;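 further: 0% = median of compound wells and 100% = cells with positive control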
Target sequence (Q8TDV0 whole entry, looked up): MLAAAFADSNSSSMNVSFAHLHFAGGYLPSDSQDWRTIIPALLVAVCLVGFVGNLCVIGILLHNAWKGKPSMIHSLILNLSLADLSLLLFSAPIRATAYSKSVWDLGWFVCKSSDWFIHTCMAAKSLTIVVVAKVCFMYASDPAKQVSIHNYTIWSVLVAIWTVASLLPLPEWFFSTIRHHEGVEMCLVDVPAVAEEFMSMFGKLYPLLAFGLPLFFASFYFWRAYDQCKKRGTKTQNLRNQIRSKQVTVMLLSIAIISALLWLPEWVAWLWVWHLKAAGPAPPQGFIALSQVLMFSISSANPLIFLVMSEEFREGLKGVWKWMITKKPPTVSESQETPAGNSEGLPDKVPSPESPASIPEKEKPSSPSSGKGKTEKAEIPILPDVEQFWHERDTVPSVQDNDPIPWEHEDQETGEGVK
MITF inh: human MITF inhibition, primary screen | O75030 | AlphaScreen MITF homodimerization, bead proximity signal | inhibition, % at 2.6 µM | hit rate 0.91% among 650,000; in the data active means inhibition above about 50%;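 further: 0% = vehicle wells with protein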
TEAD-YAP block: TEAD-YAP interaction inhibition. HEK-TIYL cells, TEAD-Gal4/YAP UAS-luciferase luminescence. hit rate 1.4% among 640,000. inhibition, % at 9.12 µM. AID 1259422; in the data active means inhibition above about 32%;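 further: 0% = median of test compound wells and 100% = reference inhibitor wells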
FBW7 activator: human FBW7 E3 ligase activation, primary screen | AlphaScreen FBW7–phospho-cyclin E peptide binding, activator screen | normalized activity (activation), % at 26.1 µM | hit rate 0.13% among 650,000; in the data active means normalized activity above about 1.9%;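 further: purified mutant Fbw7 with reduced substrate affinity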
Target sequence (Q969H0 whole entry, looked up): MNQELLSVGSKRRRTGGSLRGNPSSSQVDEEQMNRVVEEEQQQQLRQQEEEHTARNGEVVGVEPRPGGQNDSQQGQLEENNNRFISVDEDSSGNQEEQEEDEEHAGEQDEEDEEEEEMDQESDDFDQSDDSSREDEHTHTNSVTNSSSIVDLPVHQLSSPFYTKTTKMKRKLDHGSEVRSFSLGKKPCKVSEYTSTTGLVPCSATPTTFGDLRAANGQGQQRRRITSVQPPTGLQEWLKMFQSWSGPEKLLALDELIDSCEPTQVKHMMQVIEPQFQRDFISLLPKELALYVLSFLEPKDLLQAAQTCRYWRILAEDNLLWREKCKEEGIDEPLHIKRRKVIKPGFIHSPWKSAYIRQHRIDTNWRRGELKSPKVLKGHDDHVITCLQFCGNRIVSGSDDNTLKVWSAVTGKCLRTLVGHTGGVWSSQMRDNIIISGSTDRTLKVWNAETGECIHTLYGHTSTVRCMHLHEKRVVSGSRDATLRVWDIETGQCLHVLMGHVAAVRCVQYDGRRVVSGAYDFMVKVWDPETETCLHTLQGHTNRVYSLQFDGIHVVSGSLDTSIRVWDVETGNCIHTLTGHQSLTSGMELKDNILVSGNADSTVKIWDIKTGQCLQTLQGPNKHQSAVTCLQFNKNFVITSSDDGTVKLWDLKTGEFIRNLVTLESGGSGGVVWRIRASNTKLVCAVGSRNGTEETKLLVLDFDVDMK
An asterisk follows results filed as active; . = not tested or not shown.

SMILES	GPR151 ag	MITF inh	TEAD-YAP block	FBW7 activator
CCC(C)(C)NC(=O)CN(C(=O)CCC(=O)Nc1nccs1)c1cccc(F)c1	0.4	-5	2	-0.1
CCOCC(=O)Nc1ccccc1C(N)=O	-0.5	-10	-1	0.0
Cc1ccc(SCCNC(=O)c2ccc(N(C)S(C)(=O)=O)cc2)cc1	1.3	-1	12	0.1
CCN(C(=O)Cc1ccc(NC2=NC3CS(=O)(=O)CC3S2)cc1)c1ccccc1 (stereo unspecified)	0.4	18	2	0.0
COc1ccc2cccc(NC(=O)c3cc(-c4cccs4)[nH]n3)c2n1	-0.6	-11	-29	0.0
Cc1oc(C2CC2)cc1C(=O)N1CCC(n2c(C)nc3sc(C)c(C)c3c2=O)CC1	1.7	-7	-18	0.1
O=C(NCCC1=CCCCC1)c1ccc(-n2c(=S)[nH]c3ccccc3c2=O)cc1	-0.8	-11	-3	-0.1
CC(C)(C)c1ccc(C[C@H](N)c2nc3ccc(-c4ccncc4)cc3[nH]2)cc1	0.1	-8	2	-0.7
CC(=O)c1cccc(-c2nc3ccc(C(=O)NCc4nc5ccccc5[nH]4)cc3s2)c1	0.1	9	-9	0.0
COc1ccc(-n2nc(C(=O)NCC(=O)N3CCN(C)CC3)c3ccccc3c2=O)cc1Cl	0.3	4	-4	-0.1
CC(C)CCNC(=O)CCCn1c(=S)[nH]c2ccc(Br)cc2c1=O	-1.1	3	-5	0.1
O=C(Cc1ccc(F)cc1)Nc1cccc(Br)c1	-0.8	12	2	0.0
CCOc1ccc(NC(=O)c2ccccc2NC(=O)CN2C(=O)NC(C)(C)C2=O)cc1	-1.0	11	1	0.1
O=C1CCCN1CCCNc1nc(N2CCOCC2)nc2c1ncn2-c1ccccc1	3.7	3	67*	0.0
O=C(Cc1ccccc1)Nc1nn2c(-c3ccco3)nnc2s1	-2.9	-2	2	0.7
O=C(NCc1ccccc1)c1cnc(Nc2ncccn2)s1	0.7	-5	4	0.3
O=C(Nc1ccccc1C(=O)O)c1ccc(NC(=O)c2ccccc2Br)cc1	-0.5	-2	5	0.1
COc1ccc(C2=NN(c3nc(-c4ccc(Cl)cc4)c4ccccc4n3)C(c3cccc([N+](=O)[O-])c3)C2)cc1 (stereo unspecified)	-1.0	-9	-1	0.3
CC(=O)c1c(C)[nH]c(C(=O)NCC2COc3ccccc3O2)c1C (stereo unspecified)	0.2	14	-51	0.5
CCC(=O)Nc1sc(C(=O)OC)c(C)c1C#N	-1.2	-4	-6	0.0

Laid out differently: three of the compounds above
> O=C1CCCN1CCCNc1nc(N2CCOCC2)nc2c1ncn2-c1ccccc1
  GPR151 ag = 3.7
  MITF inh = 3
  TEAD-YAP block = 67*
  FBW7 activator = 0.0

> O=C(Cc1ccccc1)Nc1nn2c(-c3ccco3)nnc2s1
  GPR151 ag = -2.9
  MITF inh = -2
  TEAD-YAP block = 2
  FBW7 activator = 0.7

> O=C(NCc1ccccc1)c1cnc(Nc2ncccn2)s1
  GPR151 ag = 0.7
  MITF inh = -5
  TEAD-YAP block = 4
  FBW7 activator = 0.3

More structures.
SMILES	GPR151 ag	MITF inh	TEAD-YAP block	FBW7 activator
COc1cc(/C=N/NC(=O)COc2ccc(Cl)cc2Br)cc(OC)c1O	1.3	-23	-37	0.1
COc1ccccc1C1Oc2ccc(Cl)cc2C2CC(c3ccc(Cl)cc3)=NN21 (stereo unspecified)	-1.7	11	-7	0.1
C=C(C)CN1C(=O)NC(CC)(C2CCN(CC(C)c3ccccc3)CC2)C1=O (stereo unspecified)	-0.3	13	-23	-0.1
CCCOc1ccc(C(=O)Nc2ccc3nn(-c4ccc(Cl)cc4)nc3c2)cc1	-1.1	-2	-5	0.0
COc1cc(C(=O)NNC(=O)CSc2ccc(C)cc2)cc(OC)c1C	-0.2	3	6	0.9
COc1cccc(NC(=O)CSCc2ccc(Cl)cc2)c1	2.0	2	-14	0.0
Cn1cc(-c2ccc3cnc(Nc4ccc(-n5cnc(N6CCOCC6)n5)cc4)nc3c2Cl)cn1	0.4	6	56*	-0.1
CCOC(=O)C1=C(C)Nc2nc(SC)nn2C1c1ccccc1OCC (stereo unspecified)	-0.4	7	15	0.4
O=C(CSc1nc2ccc(Nc3nc(N4CCOCC4)nc(N4CCOCC4)n3)cc2s1)NCc1ccccc1	0.2	1	6	-0.1
CC(C)N(C(=O)CSc1ccccn1)c1ccccc1	-1.8	3	-2	0.1
COc1cccc([C@@H]2Oc3ccc(Br)cc3C(=O)C2OC(=O)Nc2ccc(OC(F)F)cc2)c1 (stereo partly specified)	-0.3	-8	.	0.0
CC(C)CC(C(=O)Nc1nc2ccccc2s1)N1C(=O)c2ccccc2C1=O (stereo unspecified)	0.1	-9	6	-0.1
CCOc1cc(C2C(C(=O)OC(C)C)=C(C)NC3=C2C(=O)CC(c2ccc(Cl)cc2)C3)ccc1OC(C)=O (stereo unspecified)	-0.1	10	4	0.5
COC(=O)c1ccc(NC(=O)N2CCCC(N(C)CCc3ccccc3)C2)cc1 (stereo unspecified)	-0.5	12	1	0.1
COCCNC(=O)C(OC(=O)c1ccco1)c1ccccc1Cl (stereo unspecified)	1.3	-3	3	0.2
CSC1=NC(=O)/C(=C/c2ccc(SC)cc2)S1	-6.4	3	-32	0.1
O=C1CCC(C(=O)OCC(=O)Nc2ccc3c(c2)OCO3)=NN1	0.2	-3	6	0.1
O=C(Nc1cccc2ccccc12)c1ccc2c(=O)n(-c3ccc(F)c(Cl)c3)c(=S)[nH]c2c1	0.1	9	7	0.3
CCOc1ccc(-n2c(C)nc3cc(C(=O)NCCOC)ccc32)cc1	0.0	10	-12	0.0
CCOc1ccc2ccccc2c1/C=C1/C(=O)NC(=S)N(Cc2ccco2)C1=O	-0.8	77*	-18	-1.0
NC(c1ccc(Nc2nccc(-c3cccc(Nc4ccccc4)c3)n2)cc1)C(F)(F)F (stereo unspecified)	-0.4	-7	-7	0.0
CCN1CCN(C(=O)C23CCC(C)(C(=O)C2)C3(C)C)CC1 (stereo unspecified)	-0.8	19	-1	0.1
O=C(C[n+]1cccc(C(=O)Nc2ccccc2)c1)c1ccc(NC(=O)c2ccccc2)cc1	-5.1	6	-2	0.1
NC1=NC(=Nc2cc(Cl)cc(Cl)c2)c2ccccc21	0.9	-8	-2	-0.2
O=C(Nc1ccc(Br)cc1)C1C(=O)NC23CCCCC2C1c1ccccc1O3 (stereo unspecified)	0.9	3	-14	0.2
S=C(NC1=NCCS1)NC12CC3CC(CC(C3)C1)C2	-2.3	0	13	0.2
O=C(NCC1CCCO1)c1ccc2nc(N3CCCCC3)sc2c1 (stereo unspecified)	-1.0	5	-54	0.1
Cc1c(N)cc(C(=O)N2CCOCC2)cc1[N+](=O)[O-]	-0.9	11	4	0.1
CCOc1ccc(NC(=O)c2ccc(C#N)cc2F)cc1	-0.6	14	-9	-0.1
COC(=O)N/N=C\c1ccc(-c2ccccc2Cl)o1	-0.7	5	-11	0.8
Cc1cccc(N2CCN(S(=O)(=O)c3ccc(F)c(C(=O)Nc4cccc(Cl)c4C)c3)CC2C)c1 (stereo unspecified)	-0.6	19	3	0.6
Cc1ccc(C2Nn3c(C)nnc3SC2C(=O)N2CCCCC2)cc1 (stereo unspecified)	0.0	8	-13	0.2
Cc1cccc(S(=O)(=O)NCCC(=O)OCc2cc(=O)oc3cc4c(cc23)CCC4)c1	-1.0	3	4	0.2
CCN(CC(=O)Nc1cccc(C(C)=O)c1)S(=O)(=O)c1ccc(Br)cc1	-1.1	15	9	1.2
Clc1ccc(C2=Nc3ccccc3NC(c3ccccc3)C2)cc1 (stereo unspecified)	-1.9	-6	-62	-0.2
CCN1CCN(C(c2ccccc2F)c2nnnn2Cc2ccc(F)cc2)CC1 (stereo unspecified)	1.9	14	1	0.8
CCOc1ccc(C2C(C#N)=C(N)N(N(C)C)C3=C2C(=O)CC(C)(C)C3)cc1 (stereo unspecified)	-0.9	3	-2	0.1
Cn1c(=O)c2c(nc3n2CC(C24CC5CC(CC(C5)C2)C4)=NN3CCO)n(C)c1=O	2.3	-7	2	-0.2
CSCCNC(=O)CC1C(=O)NCCN1Cc1cccc(F)c1 (stereo unspecified)	-1.0	4	-4	0.2
CCOc1cc(/C=C2\C(=O)N(Cc3ccco3)C(C)=C2C(=O)OC)ccc1O	4.0	11	3	-0.1
COc1cccc2ccc(CN3CCC4(CC3)NC(=O)c3ccccc3O4)nc12	-0.2	11	-3	-0.1
COc1ccc(-c2nn(CCC(=O)O)cc2/C=N/NC(N)=S)cc1	-0.2	6	5	0.0
CCOC(=O)Cn1nnnc1C(CC)N(CCCO)Cc1cc2cc(C)ccc2[nH]c1=O (stereo unspecified)	-1.1	3	7	0.2
CCc1nnc(NC(=O)c2c(C)c(-c3ccc(Cl)cc3)nc3ccccc23)s1	0.1	18	6	0.0
CCc1nnc(NS(=O)(=O)c2ccc(NC(=O)c3ccccc3)cc2)s1	1.6	2	9	-0.1
O=C1CNCC(=O)N1CCc1ccccc1	4.1	16	10	0.0
O=C(CSc1nc2ccccc2o1)Nc1ccc(Cl)c(Cl)c1	0.2	8	2	0.3
Cc1ccc(N2C(=O)CSC2c2ccccc2)cc1F (stereo unspecified)	0.9	-3	-21	0.0
COc1ccc(N2CCN(C(c3ccc(F)cc3)c3sc4ncnn4c3O)CC2)cc1 (stereo unspecified)	-0.6	1	4	0.0
COc1ccc(C(=O)N2CCN(c3c(C)cccc3C)CC2)cc1OC	0.0	6	-9	-0.1
The results go on.
SMILES	GPR151 ag	MITF inh	TEAD-YAP block	FBW7 activator
O=C1CSC(c2ccccc2C(F)(F)F)N1c1ccc(F)c(Cl)c1 (stereo unspecified)	-0.8	-9	2	0.0
COC(=O)c1ccc(NC(=S)NC(=O)c2ccc(OC)cc2)cc1	-0.5	3	6	0.0
CS(=O)(=O)c1ccc2c(c1)nc(N1CCN(CCO)CC1)c1nccn12	-1.0	3	-1	-0.1
Cc1ccc(/C(O)=C2\C(=O)C(=O)N(c3ncc(S(=O)(=O)c4ccc([N+](=O)[O-])cc4)s3)C2c2ccc(C(C)C)cc2)cc1 (stereo unspecified)	-0.7	20	14	-0.1
COC(=O)c1ccc(OC(=O)C23CCC(C)(C(=O)C2)C3(C)C)cc1 (stereo unspecified)	1.9	24	8	0.3
COc1cc(Cc2nc3cc(C)c(C)cc3[nH]c2=O)cc(OC)c1OC	-0.6	4	55*	0.1
CC1=NNC(=O)C1CCC(=O)N/N=C/c1c(C)[nH]c2ccccc12 (stereo unspecified)	0.4	3	-3	-0.1
CCC(C)NS(=O)(=O)c1cc2c(cc1C)NC(=O)CO2 (stereo unspecified)	-0.9	-6	-2	0.3
CCCCNS(=O)(=O)c1ccc2c(c1)SCC(=O)N2	0.9	-1	3	0.2
Cc1ccc(C(C(=O)NCc2ccc(F)cc2)N(C(=O)c2csnn2)C2CC2)o1 (stereo unspecified)	0.0	-1	5	0.0
CCCCCCOC(=O)c1ccc(NC(=O)c2ccc(F)cc2)cc1	-1.8	-7	-1	0.6
COc1ccc(/C=C(\C#N)c2c(C#N)c(N)nc(N3CCCCC3)c2C#N)cc1	0.1	-3	-1	-0.1
O=C(COc1ccccc1)N/N=C\c1c(O)ccc2oc3c(c12)CCCC3	-1.6	8	3	0.1
Cc1cccc(NC(=O)CN2CCN(c3ccccn3)CC2)c1	-0.8	-7	-1	-0.1
O=C1CS/C(=N\N=C\c2ccc(OS(=O)(=O)c3ccccc3)cc2)N1	-1.2	12	5	0.0
O=C1CSC(c2ccccc2)N1c1cccc(F)c1 (stereo unspecified)	0.0	1	-5	0.4
CC(C)C(C(=O)OCC(=O)c1ccc([N+](=O)[O-])cc1)N1C(=O)C2C3C=CC(C3)C2C1=O (stereo unspecified)	0.0	8	7	-0.1
Cc1cc(NCCCN2CCOCC2)n2nc(C)c(-c3cccs3)c2n1	0.2	0	-5	0.2
CCOc1ccc(C(O)Cc2nc3ccccc3n2C)cc1 (stereo unspecified)	0.4	9	-17	0.0
COc1cccc(C(=O)c2oc3ccccc3c2NC(=O)c2ccco2)c1	-2.0	18	-3	-0.1
CCc1cnc2c(c1OC)c(=O)n(CC(=O)NC(C)C)c(=O)n2C	0.6	6	8	-0.1
COc1ccc2cc3cc(C(=O)NCCCN4CC(C)CC(C)C4)oc3nc2c1 (stereo unspecified)	-0.3	-7	-3	0.4
CCc1nnc2c3cnn(-c4ccccc4)c3ncn12	-0.6	7	6	0.2
O=C(NC1CCCc2ccccc21)c1ccc(Br)o1 (stereo unspecified)	-0.7	-4	-2	-0.1

Structures listed so far containing a furan ring, fused or not, in the order listed:
SMILES	GPR151 ag	MITF inh	TEAD-YAP block	FBW7 activator
Cc1oc(C2CC2)cc1C(=O)N1CCC(n2c(C)nc3sc(C)c(C)c3c2=O)CC1	1.7	-7	-18	0.1
O=C(Cc1ccccc1)Nc1nn2c(-c3ccco3)nnc2s1	-2.9	-2	2	0.7
COCCNC(=O)C(OC(=O)c1ccco1)c1ccccc1Cl (stereo unspecified)	1.3	-3	3	0.2
CCOc1ccc2ccccc2c1/C=C1/C(=O)NC(=S)N(Cc2ccco2)C1=O	-0.8	77*	-18	-1.0
COC(=O)N/N=C\c1ccc(-c2ccccc2Cl)o1	-0.7	5	-11	0.8
CCOc1cc(/C=C2\C(=O)N(Cc3ccco3)C(C)=C2C(=O)OC)ccc1O	4.0	11	3	-0.1
Cc1ccc(C(C(=O)NCc2ccc(F)cc2)N(C(=O)c2csnn2)C2CC2)o1 (stereo unspecified)	0.0	-1	5	0.0
O=C(COc1ccccc1)N/N=C\c1c(O)ccc2oc3c(c12)CCCC3	-1.6	8	3	0.1
COc1cccc(C(=O)c2oc3ccccc3c2NC(=O)c2ccco2)c1	-2.0	18	-3	-0.1
COc1ccc2cc3cc(C(=O)NCCCN4CC(C)CC(C)C4)oc3nc2c1 (stereo unspecified)	-0.3	-7	-3	0.4
O=C(NC1CCCc2ccccc21)c1ccc(Br)o1 (stereo unspecified)	-0.7	-4	-2	-0.1
